# Bim-Bcl-W = inhibitors of Bim binding to Bcl-W, primary screen, biochemical, multiplexed, bead-based flow cytometry; inhibition, % at 10 µM; hit rate 0.02% among 190,000; Bim peptide-Bcl-W binding; Bcl-2-like protein 2 (Homo sapiens), Q92843;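 further: 0% = bound tracer without compound and 100% = peptide blocker; higher means less fluorescent Bim peptide bound to Bcl-W beads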
# Bim-Bcl-XL = inhibitors of Bim-Bcl-XL binding, primary screen, biochemical, multiplexed, bead flow cytometry, human Bcl-XL. AID 1007, 2008. hit rate 0.04% among 190,000. Bcl-2-like protein 1 (Homo sapiens), Q07817. inhibition, % at 10 µM. Bim peptide-Bcl-XL binding, fluorescence
# Target sequence (Q07817 whole entry, looked up): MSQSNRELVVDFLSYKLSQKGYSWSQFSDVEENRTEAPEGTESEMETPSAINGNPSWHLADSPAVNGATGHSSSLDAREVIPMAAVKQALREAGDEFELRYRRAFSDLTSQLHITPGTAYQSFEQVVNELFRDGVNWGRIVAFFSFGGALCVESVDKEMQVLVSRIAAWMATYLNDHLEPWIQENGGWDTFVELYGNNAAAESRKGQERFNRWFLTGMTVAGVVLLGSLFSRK
# ABCG2 inh = ABCG2 efflux pump inhibitors, primary screen, multiplex with ABCB1, IgMXP3 cells, flow cytometry | inhibition, % at 6.6 µM | AID 1325, 2008 | JC-1 efflux | hit rate 0.1% among 190,000;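 active means inhibition above 80%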;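 further: 0% = DMSO and 100% = nicardipine control wells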
#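 Test system: ABCG2 IgMXP3 and barcoded ABCB1 CCRF-Adr cell mix; Schedule: cells with compound and JC-1, 10 min at 25 °C, rotating, no wash; Technique: flow cytometry of retained JC-1 fluorescence; Measure: % inhibition of efflux relative to nicardipine and DMSO; Controls: nicardipine high and DMSO low controls.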
# GSH fluor = compound fluorescence on glutathione beads, profiling panel, artefact control, biophysical, 488/530 nm, flow cytometry. GSH beads flow cytometry, compound fluorescence 488/530 nm; hits give high values. fluorescence (KMESF) at 10 µM. hit rate 0.25% among 190,000. AID 1776, 2009; in the data active means fluorescence above about 89;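 further: glutathione beads carrying GST-tagged Bcl family fusion proteins plus one bare bead set; values are compound well signal with DMSO vehicle wells as background; inactives centre near 16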
# Bim-Bcl-2 = inhibitors of Bim-Bcl-2 binding, primary screen, biochemical, multiplexed, human Bcl-2 family. hit rate 0.06% among 190,000. Apoptosis regulator Bcl-2 (Homo sapiens), P10415. Bead-based flow cytometry, Bim peptide-Bcl-2 binding. inhibition, % at 10 µM; in the data active means inhibition above about 40%; inconclusive means no clear call, values can overlap the other calls;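 further: 0% = no compound wells with probe peptide and 100% = reference peptide inhibitor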
# Target sequence (P10415 whole entry, looked up): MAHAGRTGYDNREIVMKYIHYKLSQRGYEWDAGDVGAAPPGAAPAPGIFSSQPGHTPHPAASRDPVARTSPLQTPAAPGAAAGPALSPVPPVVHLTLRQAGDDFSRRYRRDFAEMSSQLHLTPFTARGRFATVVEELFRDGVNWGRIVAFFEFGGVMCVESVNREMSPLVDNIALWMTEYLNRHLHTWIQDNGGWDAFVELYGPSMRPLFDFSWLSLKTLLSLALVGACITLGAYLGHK
# RGS7-Gao = RGS7-Galphao binding modulators, primary screen, biochemical, multiplexed bead flow cytometry | Guanine nucleotide-binding protein G(o) subunit alpha (Homo sapiens), P09471 | actives lie on both sides | binding response (% of control), % at 10 µM | hit rate 0.35% among 220,000; in the data active means binding response below about 49% or above about 150%; inconclusive means no clear call, values can overlap the other calls; inactive means in between;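 further: fluorescent Galphao held in activated GDP-AlF4 state binding bead-coupled RGS7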
# Target sequence (P09471 whole entry, looked up): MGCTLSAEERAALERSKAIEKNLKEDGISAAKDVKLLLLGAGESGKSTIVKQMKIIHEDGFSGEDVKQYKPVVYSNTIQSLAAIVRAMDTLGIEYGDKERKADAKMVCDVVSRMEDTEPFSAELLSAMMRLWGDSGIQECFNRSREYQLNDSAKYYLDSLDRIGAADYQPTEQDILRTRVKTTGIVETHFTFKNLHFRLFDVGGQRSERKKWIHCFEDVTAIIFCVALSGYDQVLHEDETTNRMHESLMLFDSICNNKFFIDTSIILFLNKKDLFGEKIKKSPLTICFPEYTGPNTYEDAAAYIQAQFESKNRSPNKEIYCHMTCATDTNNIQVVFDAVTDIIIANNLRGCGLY
# Bcl-B Bim block = inhibitors of Bim-Bcl-B binding, primary screen, biochemical, multiplexed, human Bcl-2 family; Bcl-2-like protein 10 (Homo sapiens), Q9HD36; bead-based flow cytometry, Bim peptide-Bcl-B binding; inhibition, % at 10 µM; hit rate 0.073% among 190,000;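 further: 0% = tracer peptide without compound and 100% = reference inhibitor peptide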
# Target sequence (Q9HD36 whole entry, looked up): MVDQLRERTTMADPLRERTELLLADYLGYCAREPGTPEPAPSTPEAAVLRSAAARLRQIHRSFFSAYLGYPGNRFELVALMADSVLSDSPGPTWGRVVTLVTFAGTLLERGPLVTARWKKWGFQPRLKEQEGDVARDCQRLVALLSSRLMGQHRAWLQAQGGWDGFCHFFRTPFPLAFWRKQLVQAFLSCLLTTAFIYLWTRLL
# Avidin bead fluor = green autofluorescence of compounds with avidin beads – biophysical, 488/530 nm, flow cytometry, artefact control, profiling panel; compound fluorescence 488/530 nm; hits give high values; fluorescence (KMESF) at 10 µM; hit rate 0.38% among 220,000; in the data active means fluorescence above about 47; further: inactives centre near 10
# Bim-Bfl-1 = inhibitors of Bim binding to Bfl-1, primary screen, biochemical, multiplexed, bead-based flow cytometry; Bim-Bfl-1 binding inhibition; Bcl-2-related protein A1 (Homo sapiens), Q16548; inhibition, % at 10 µM; AID 1008, 2008; hit rate 0.12% among 190,000;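 further: 0% = wells without compound plus tracer and 100% = blocker peptide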
# ABCB1 inh = ABCB1 efflux pump inhibitors, primary screen, cell-based, multiplex, flow cytometry, ABCG2 counter-screen; ATP-dependent translocase ABCB1 (Homo sapiens), P08183; CCRF-Adr cells, JC-1 efflux; inhibition, % at 6.6 µM; hit rate 0.067% among 190,000; AID 1326, 2008; in the data active means inhibition above about 40%;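 further: 0% = vehicle and 100% = reference inhibitor; higher value means more JC-1 retained so stronger ABCB1 efflux block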
# RGS4-Gao reg = modulators of RGS4 binding to Galphao, primary screen, biochemical, multiplexed bead flow cytometry | hit rate 0.33% among 220,000 | AID 1415, 2008 | Guanine nucleotide-binding protein G(o) subunit alpha (Homo sapiens), P09471 | actives lie on both sides | binding response (% of control), % at 10 µM; in the data active means binding response below about 49% or above about 150%; inactive means in between;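 further: fluorescent Galphao activated with aluminum fluoride binding bead-coupled RGS4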
# Numbers without * were called inactive; ? = inconclusive; / = not tested or not shown; [ ] = dose if it differs, or a comment. Unless noted, no stated cut-off is given here; in the data, active means inhibition above about 40%.
SMILES,Bim-Bcl-W,Bim-Bcl-XL,ABCG2 inh,GSH fluor,Bim-Bcl-2,RGS7-Gao,Bcl-B Bim block,Avidin bead fluor,Bim-Bfl-1,ABCB1 inh,RGS4-Gao reg
CCCCn1c(SCC(=O)Nc2nnc(C)s2)nnc1-c1ccoc1C,2,5,2,11,0,98,0,25,-1,0.5,99
COc1ccc(Cc2c(C)nc(N)nc2Cl)cc1,-5,-8,0,21,-5,101,-5,15,-10,0.3,103
CCCCNC(=O)CCn1nc(-c2ccccc2)ccc1=O,0,2,3,8,-2,100,1,18,-2,0.2,108
COc1ccc(S(=O)(=O)N2CCOCC2)cc1NC(=O)CN(C)Cc1c(F)cccc1Cl,-2,-1,3,9,-3,98,-4,20,-5,0.7,100
O=C1CN(C(=O)c2ccco2)c2ccccc2N1,-1,-8,2,37,-8,89,-6,8,-9,0.5,93
CS(=O)(=O)N(CC(=O)Nc1cccc([N+](=O)[O-])c1)c1cccc(F)c1,-1,0,9,11,-2,98,-3,10,-8,1.3,101
Cc1ccc(NC(=O)C2c3ccccc3Oc3ccccc32)c(C)c1,3,4,0,17,3,102,6,7,0,0.1,103
CC(=O)N1CCc2cc(Br)cc(S(=O)(=O)NCCN3CCCCC3C)c21 (stereo unspecified),-6,-10,-8,22,-2,100,-8,15,-9,-1.1,100
O=C(CCC1CCCN(C(=O)C2CCCC2)C1)NCc1ccc(F)c(F)c1 (stereo unspecified),0,0,2,12,0,102,-4,11,-6,0.5,102
O=C(Cn1cc2c(n1)CCCCC2)NCCN1CCOCC1,-1,-5,-3,20,-3,107,-6,8,-10,-2.8,106
CCCCCCn1c(SCC(=O)Nc2cc(C)on2)nc2ccccc2c1=O,-3,-7,1,35,3,102,3,9,2,0.1,104
Clc1ccc(C2Nc3ccccc3-n3cccc32)cc1 (stereo unspecified),0,4,5,18,4,109,-1,6,0,0.3,106
CCOC(=O)N1CCC(NC(=O)Cn2cc3c(n2)CCCCC3)CC1,-2,-3,2,17,-2,97,-3,9,-5,0.6,95
COc1ccc(CN(C(=O)Cn2nnc3ccccc32)C(C(=O)NC(C)(C)C)c2ccco2)cc1 (stereo unspecified),-4,-2,9,17,0,101,0,35,-2,2.3,99
CCCCNC(=S)N(Cc1ccco1)Cc1cc2cc3c(cc2[nH]c1=O)OCCO3,-2,-6,11,15,-5,101,-7,10,-7,1.7,97

# Looked up above.
# Bim-Bfl-1 with CC(=O)N1CCc2cc(Br)cc(S(=O)(=O)NCCN3CCCCC3C)c21 (stereo unspecified) = -9
# ABCB1 inh with Clc1ccc(C2Nc3ccccc3-n3cccc32)cc1 (stereo unspecified) = 0.3
# Bim-Bcl-2 with COc1ccc(Cc2c(C)nc(N)nc2Cl)cc1 = -5

# Profiles as entered above.
# CCCCn1c(SCC(=O)Nc2nnc(C)s2)nnc1-c1ccoc1C is listed as Bim-Bcl-W: 2; Bim-Bcl-XL: 5; ABCG2 inh: 2; GSH fluor: 11; Bim-Bcl-2: 0; RGS7-Gao: 98; Bcl-B Bim block: 0; Avidin bead fluor: 25; Bim-Bfl-1: -1; ABCB1 inh: 0.5; RGS4-Gao reg: 99
# O=C1CN(C(=O)c2ccco2)c2ccccc2N1 is listed as Bim-Bcl-W: -1; Bim-Bcl-XL: -8; ABCG2 inh: 2; GSH fluor: 37; Bim-Bcl-2: -8; RGS7-Gao: 89; Bcl-B Bim block: -6; Avidin bead fluor: 8; Bim-Bfl-1: -9; ABCB1 inh: 0.5; RGS4-Gao reg: 93

# Going on with the list.
SMILES,Bim-Bcl-W,Bim-Bcl-XL,ABCG2 inh,GSH fluor,Bim-Bcl-2,RGS7-Gao,Bcl-B Bim block,Avidin bead fluor,Bim-Bfl-1,ABCB1 inh,RGS4-Gao reg
C=CCn1c(Cc2ccc(OC)cc2)nnc1SCC(=O)NCCc1ccccc1,1,2,2,14,-4,104,-1,31,-1,0.9,108
COCc1cccc(NC(=O)Cc2cccc3ccccc23)c1,-1,-2,17,10,-3,112,-3,11,-4,2.6,102
O=C(NCc1ccccc1)c1cc(S(=O)(=O)N2CCOCC2)ccc1F,-1,-4,2,11,-18,105,-13,14,-16,0.4,98
O=C(O)CCC(=O)Nc1ccc(N=Nc2ccccc2)cc1,0,1,0,11,-3,106,-1,12,-4,0.2,106
NC1=NC(=O)S/C1=C\c1ccc(F)cc1,-2,-2,2,8,-1,112,-7,26,-5,-0.1,115
O=C(CCCCCNC(=O)c1ccccc1)N/N=C/c1ccccc1,-2,-6,5,11,0,96,-5,14,0,-1.9,96
Cc1ccc(CC(NC(=O)c2ccccc2)C(=O)NC(Cc2ccccc2)C(=O)O)cc1 (stereo unspecified),-1,-1,1,10,-4,98,-3,22,-3,0.4,102
O=C(NCc1nnc(SCC(=O)N2CCC(Cc3ccccc3)CC2)o1)c1ccccc1F,0,-3,2,14,-7,99,-5,7,-10,1.0,102
Cc1ccc(OCC(=O)NCc2cccs2)c([N+](=O)[O-])n1,1,0,16,14,-3,102,2,9,-2,1.0,102
COc1ccc(Cc2nnc(SCC(=O)c3ccc(OC)cc3)o2)cc1,-2,4,5,70,-9,102,-11,7,-8,1.2,105
CC1Cc2ccccc2N1C(=O)CSc1nnnn1Cc1ccccc1 (stereo unspecified),3,-1,9,47,-9,96,-6,21,-13,0.4,103
O=C(Nc1nc2ccc(F)cc2s1)c1cccs1,-5,-4,2,9,-3,106,-4,20,-8,0.4,104
O=C(CSC1=NC(=O)C(c2ccccc2)C(=O)N1)Nc1ccccc1[N+](=O)[O-] (stereo unspecified),0,-1,2,12,-3,?,-9,10,-1,1.0,102
O=C(NCc1cccnc1)c1ccccc1Br,-3,-6,0,22,-8,101,-10,14,-15,-0.1,102
O=[N+]([O-])c1cc(Cl)cc(C2=NCCN2)c1,2,-7,-1,49,-18,103,-33,9,-10,-0.7,104
Cc1ccc(OS(=O)Nc2cccc3nccnc23)cc1 (stereo unspecified),-5,-4,3,5,-2,99,-5,5,-3,1.0,99
NC(=O)c1ccccc1NS(=O)(=O)c1ccc2c(c1)OCCO2,1,0,0,12,-6,98,-7,14,-15,0.0,98
Cc1cc(Nc2ccc(Cl)cc2)n2nnnc2n1,2,0,3,13,3,96,2,36,1,0.3,98
COc1cccc(CNc2ccc([N+](=O)[O-])cc2C)c1,0,-3,8,23,-4,97,-3,12,-8,1.0,96
CN1C(=O)SC(Nc2ccc(F)cc2)C1=O (stereo unspecified),1,2,2,32,-3,101,-9,8,-10,0.6,100
CCOC(=O)C1=C(C)NC2(O)c3ccccc3C(=O)C12O (stereo unspecified),7,-2,-2,10,1,99,-1,31,-2,-0.5,98
O=C(CCl)NC(=O)NC12CC3CC(CC(C3)C1)C2,0,0,0,7,0,189*[activator],-3,145*,0,0.4,130
Cc1cccc(-c2nc(CSCC(=O)NCc3cccs3)c(C)o2)c1,0,-3,5,19,-1,98,-4,38,-2,1.5,97
O=C(NCc1ccccc1)N[C@@H](Cc1ccccc1)C(=O)O,3,3,2,7,2,93,0,8,6,0.5,93
CC(CNCC1CCCO1)COc1ccccc1 (stereo unspecified),0,-11,0,35,0,108,0,3,-3,-0.1,113
FC(F)(F)c1cc(C(F)(F)F)c2ccc(Oc3ccccc3)nc2n1,0,3,0,21,-1,104,0,18,0,-0.2,103
Cc1c(NC(=O)c2ccccc2F)c(=O)n(-c2ccccc2)n1C,2,0,1,29,0,98,-6,4,-13,0.1,101
Cc1nc2cc3sc(C)nc3cc2s1,-1,-4,3,10,-2,107,-2,9,-2,0.2,96
CC1=C/C(=N\S(=O)(=O)c2ccccc2)C(C(C)C)=CC1=O,0,-5,-1,15,0,?,-2,8,-4,-0.6,101
O=C(Nc1ccccc1Cl)N1CCN(c2ccc3nnc(-c4ccccc4)n3n2)CC1,0,-1,1,10,-5,98,0,4,-7,0.6,100
O=C(CC1NCCNC1=O)OCc1ccccc1 (stereo unspecified),0,-6,0,34,-10,98,-10,15,-16,-0.4,97
Cc1cc(C)c2c(=O)[nH]c(SCC(=O)N(C)C)nc2n1,-1,-5,0,20,0,98,0,31,-1,0.1,98
CCCCOC(=O)NCN1C(=O)C2C3C=CC(C3)C2C1=O (stereo unspecified),4,7,-1,23,6,93,5,10,6,0.5,88
COc1ccc([N+](=O)[O-])cc1NC(=O)Cn1ccc(C(F)(F)F)n1,-2,-3,10,10,-1,93,-3,4,-4,1.4,100
O=C(C1=NOC(CNc2ncc(C(F)(F)F)cc2Cl)C1)N1CCOCC1 (stereo unspecified),2,3,6,9,0,97,-1,7,-3,0.7,98
COc1cccc(C(=O)/C=C/c2ccc(N3CCCCC3)c([N+](=O)[O-])c2)c1,-12,-15,17,18,-6,99,-15,3,0,0.3,99
CCCCNC(=O)c1cccc(NC(=O)C(=O)c2ccccc2NC(C)=O)c1,-3,-3,41,29,-3,98,-5,7,0,-0.1,96
CC(C(=O)OCn1nnc2ccccc2c1=O)N1C(=O)c2ccccc2C1=O (stereo unspecified),-3,-5,5,25,-9,102,-1,11,-5,1.2,100
CN(c1ccccc1)c1nc(N)c(C#N)c(CC#N)c1C#N,-1,-2,6,10,-14,98,-2,11,-3,0.3,100
CCN1C(=O)C(CC(=O)Nc2ccc(OC)cc2)N(CCCN2CCN(c3ccc(F)cc3)CC2)C1=S (stereo unspecified),-1,-2,2,14,-2,99,-2,/,-1,0.8,104
CCCN1C2CCCC1CC(NC(=O)Nc1cccc(C(C)=O)c1)C2 (stereo unspecified),3,0,-1,19,-11,99,-2,17,-10,0.3,97
COCC(=O)Nc1sc2c(c1C(=O)OC)CCC(C)C2 (stereo unspecified),2,-2,-4,11,-8,98,-9,9,-8,-4.4,97
CC1(C)Cn2c(nnc2-c2ccccc2)S1,1,-2,0,42,-5,103,-4,3,-11,-0.1,104
COc1ccc(/C=N/Nc2cc(C)nc(-n3nc(C)cc3C)n2)cc1,0,-5,0,11,-4,107,-5,13,-7,-0.1,103
CCC1Oc2ccccc2N(CC(=O)Nc2ccccc2OC)C1=O (stereo unspecified),-2,-6,0,6,-5,102,-3,6,-13,0.1,104
Nc1nc(Br)c2ccccc2c1-c1ccc(F)cc1,1,-1,1,37,-6,96,-7,11,-9,0.4,99
O=C(Nc1ccccc1N1CCOCC1)c1cc(-c2ccco2)nc2ccccc12,0,-4,44,24,-7,94,-4,17,-7,15,102

# Hits appear at their usual frequency; 1.3% or so of the library scored in one or more.
